# Screening data from PubChem.
# Hsp70 displacement = Hsp70 inhibitors, probe displacement, primary screen, biochemical, fluorescence polarization (AID 583) | actives 0.06% (n = 140,000) | displacement, % at 20 µM; hits with a dose series show IC50 in µM | Hsp70 fluorescence polarization probe displacement, mP; higher % means a stronger effect; in the data active = displacement above about 50%;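 note: plate controls were vehicle for no effect and reference ligand for full effect; a part of the inactive calls stands beside numbers as strong as those of hits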
# MKP-3 inhibition = MKP-3 phosphatase inhibitors, primary screen, biochemical, rat enzyme, in vitro (AID 425); actives 0.17% (n = 110,000); Dual specificity protein phosphatase 6 (Rattus norvegicus); recombinant MKP-3 phosphatase activity, fluorescence; higher % means a stronger effect; inhibition, % at 20 µM, or IC50 in µM where a hit was titrated; in the data active = inhibition above about 50%;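 note: plate controls were vehicle for no effect and reference inhibitor for full effect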
# Numbers without * were called inactive; . = no result given; & = joins results of further samples. Not all compounds are listed; rates above refer to the full screens.
Molecule | Hsp70 displacement | MKP-3 inhibition
Cc1nnc(N2C(=O)c3oc4ccccc4c(=O)c3C2c2ccco2)s1 (configuration not stated) | 1.0% | -12%
COc1ccccc1N(CC(=O)NC12CC3CC(CC(C3)C1)C2)S(=O)(=O)c1ccccc1 | 5.9% | 6%
CC(C)CCNC(=O)C(c1ccco1)N(Cc1ccccc1)C(=O)c1snc(C(N)=O)c1N (configuration not stated) | 4.3% | -10%
COc1cc(/C=N/Nc2nc(-c3ccccc3)c(-c3ccccc3)s2)ccc1O | -3.4% | 8%
Cc1cccc(OCCNc2cc(N3CCN(C)CC3)ccc2[N+](=O)[O-])c1 | -5.2% | 0%
CCOc1ccc(N=Cc2ccc(OC(C)C)c(OC)c2)cc1 | -6.7% | 1%
O=[N+]1C2=C(CCCC2)N([O-])C12CCCC2 | -0.3% | -6%
Cc1cc(OCC(=O)NNC(=O)c2cccc(Cl)c2)ccc1Br | 0.0% | 4%
CC(C)C(=O)Nc1ccc(N2CCOCC2)cc1 | 1.5% | -2%
Cc1cc(C)c2nc(N3CCC(C(=O)NCCCN4CCCCC4)CC3)sc2c1 | 1.7% | .
C/C=C/c1ccc(OCCCCn2cncn2)c(OC)c1 | -4.3% | -12%
Cn1c(=O)c2c(-c3ccccc3)n(-n3cnnc3)cc2n(C)c1=O | 2.5% | -10%
O=C(Nc1cccc(NC(=O)c2ccc(Cl)cc2Cl)c1)c1ccc(-c2ccc([N+](=O)[O-])cc2)o1 | -2.8% | 4%
Cc1cc(Cl)c(S(=O)(=O)Nc2ccon2)cc1OCC(=O)NC1CCCCC1 | 5.5% | 4%
N#Cc1c(SCC(N)=O)nc2c(c1-c1ccc(OCc3ccccc3)cc1)CCCC2 | 14% | .
CCOC(=O)COc1ccc2c(=O)c(Oc3ccccc3Br)coc2c1 | 6.9% | 0%
COc1ccc(N2CCN(CCCNC(=O)C3CCCN(S(=O)(=O)c4cnc[nH]4)C3)CC2)cc1 (configuration not stated) | 0.6% | -7%
CCOC(=O)c1c(C)n(OCc2ccccc2)c2ccc3nonc3c12 | 0.1% | -1%
COc1ccc(C2C(C#N)=C(N)Oc3c2c(C)nn3-c2ccccc2)cc1OC (configuration not stated) | 2.1% | 2%
O=C(COC(=O)c1ccc2ccccc2c1)Nc1ncc(C(F)(F)F)cc1Cl | -4.5% | .
CCOC(=O)Cn1c(S(=O)(=O)Cc2ccccc2)nc2ccccc21 | -3.5% | 4%
CN1CCN(/C=N/c2sc3c(c2C#N)CCCCC3)CC1 | 1.8% | 1%
CCOc1ccc(C(=O)c2nc3c(n2O)CCCC3)cc1 | -2.5% | -3%
CCOc1ccc(CCNC(=O)C2CC(=O)N(C3CCCC3)C2)cc1OCC (configuration not stated) | -1.5% | 2%
COc1ccc(-n2nnnc2SCC(=O)c2cccc(OC)c2)cc1 | -3.6% | 3%
CCC(C)(C)N1CC(=O)N(Cc2ccccc2)C(c2ccc(OC)cc2)C1=O (configuration not stated) | 3.1% | -5%
COc1ccccc1/C=C1\SC(=S)N(c2ccc(Br)cc2)C1=O | 2.6% | -1%
COc1ccc(-c2noc(CCCc3ccccc3)n2)cc1OC | -2.2% | -3%
Cc1nc2ccccc2c2oc(C(=O)NCCN3CCN(C)CC3)cc12 | 3.1% | -5%
O=C1NC(=O)N(c2ccccc2)C(=O)/C1=C\c1cccn1-c1cccc([N+](=O)[O-])c1 | 3.2% | 4%

# Part of the list above, set out differently:
# The line under a structure holds: Hsp70 displacement	MKP-3 inhibition
COc1ccc(N2CCN(CCCNC(=O)C3CCCN(S(=O)(=O)c4cnc[nH]4)C3)CC2)cc1 (configuration not stated)
→ 0.6%	-7%
COc1ccc(-n2nnnc2SCC(=O)c2cccc(OC)c2)cc1
→ -3.6%	3%
COc1ccccc1N(CC(=O)NC12CC3CC(CC(C3)C1)C2)S(=O)(=O)c1ccccc1
→ 5.9%	6%
CCOC(=O)c1c(C)n(OCc2ccccc2)c2ccc3nonc3c12
→ 0.1%	-1%
CCOC(=O)Cn1c(S(=O)(=O)Cc2ccccc2)nc2ccccc21
→ -3.5%	4%
Cc1nnc(N2C(=O)c3oc4ccccc4c(=O)c3C2c2ccco2)s1 (configuration not stated)
→ 1.0%	-12%

# Continued.
Molecule | Hsp70 displacement | MKP-3 inhibition
COc1cc(CN2CCN(C(=O)c3cccc(Cl)c3)CC2)cc(OC)c1OC | -0.1% | 3%
O=C(NC1CCCCC1)C(c1ccc(Cl)cc1)N(C(=O)c1cnccn1)c1ccc2c(c1)OCO2 (configuration not stated) | -3.2% | -6%
CCOC(=O)N1CCN(C(=O)CS(=O)(=O)Cc2nc(-c3ccccc3C)oc2C)CC1 | 3.4% | 0%
COc1cc(OC)c(OC)cc1CN1CCN(C2CCCCC2OC)CC1 (configuration not stated) | -2.3% | 5%
O=C(OC(C(=O)NC1CCCC1)c1cccnc1)C1=Cc2ccccc2OC1 (configuration not stated) | -2.8% | .
O=C1NC(=Nc2ccc(O)cc2)S/C1=C\c1ccc(F)cc1 | 5.3% | 8%
COc1ccc(C2SCC(=O)N2Cc2ccco2)c(OC)c1 (configuration not stated) | -0.1% | -1%
CC(c1ccco1)N(C(=O)c1ccc(Cl)s1)c1ccccn1 (configuration not stated) | 0.8% | -7%
O=C(NC1CCCCC1)NC1CCN(S(=O)(=O)Cc2ccccc2)CC1 | 2.5% | 2%
CSc1ccccc1NC(=O)CN(Cc1ccc(Cl)cc1)S(C)(=O)=O | 2.7% | -10%
COc1ccc(OCC(O)CN(C)S(=O)(=O)O)cc1 (configuration not stated) | 2.3% | 2%
CCN(CC)S(=O)(=O)c1ccc(S(=O)(=O)N(Cc2ccccn2)Cc2ccco2)cc1 | 2.8% | -6%
Cc1ccc(NC(=O)CC(C(=O)O)C2CCCO2)cc1 (configuration not stated) | -2.2% | 0%
CC(C)NCC(O)COc1cccc2[nH]ccc12 (configuration not stated) | . | -7%
Cc1cc(Br)ccc1NC(=O)CNC(=O)CN(C)Cc1nc2ccccc2c(=O)[nH]1 | 0.6% | 10%
COc1ccc2c(=O)cc(C(Cl)(Cl)Cl)oc2c1 | 2.7% | -6%
CC1CC(C)CN(C(=O)COC(=O)CNS(=O)(=O)/C=C/c2ccccc2)C1 (configuration not stated) | 0.1% | -12%
CC(C)(C)c1cc(N2C(=O)C(=O)/C(=C(\O)c3ccccc3)C2c2ccc(Cl)cc2)no1 (configuration not stated) | -3.5% | 3%
CC#CCCCC(=O)Nc1ccccc1C(=O)O | -3.3% | 2%
O=[N+]([O-])c1ccc(-c2ccc(/C=C/c3ccc4ccccc4n3)o2)cc1 | -9.9% | 0%
Clc1ccc(Oc2nnnn2-c2ccccc2)cc1 | -3.2% | .
Cc1ccc(-c2nc3cc(Cl)ccc3o2)cc1NC(=O)c1cccs1 | -29% | 3%
Cc1cc(C)cc(OCC(=O)NCc2nc(-c3ccccc3)no2)c1 | 2.6% | -11%
O=C(c1csc2c1CCCC2)N1CCN(c2ncccn2)CC1 | 6.3% | -10%
COC(=O)c1ccccc1-c1ccc(/C=C2/C(=O)N(c3ccccc3)N=C2C)o1 | 8.1% | 2%
Cc1n[nH]c(=O)nc1NC(C)c1ccccc1 (configuration not stated) | -6.9% | .
CCOc1ccc(OCC)c(NC(=O)CN2CCN(c3cc(C)ccc3C)CC2)c1 | 0.6% | 2%
CCN(CC)C(=O)C1CCN(CC2CC=CCC2)CC1 (configuration not stated) | 4.6% | -5%
CN(C)c1nc(Oc2ccc(C(=O)OCC(=O)Nc3ccccc3)cc2)nc(N(C)C)n1 | 4.7% | -1%
COc1ccc(N(CC(=O)Nc2ccccc2F)S(=O)(=O)c2ccc(OC)c(OC)c2)cc1 | 4.4% | -3%
O=c1c2ccccc2nc(SCc2ccc(Br)cc2)n1-c1ccccc1 | 0.0% | 2%
O=C(CSc1nnc(-c2ccc(Cl)s2)o1)N1CCOCC1 | -1.1% | -1%
O=C(CSc1ccsc1[N+](=O)[O-])NCCc1ccccc1 | 3.6% | .
Cc1ccc(N(CC(=O)N2CCOCC2)S(C)(=O)=O)cc1C | 2.0% | .
O=C1CCC(/C=C/c2ccccc2)=NN1Cc1ccccc1Cl | -0.2% | .
C#CCOC(=O)CN1C(=O)c2cccc3cccc(c23)C1=O | -2.4% | 3%
C=C(C)c1nc(N)nc(N)n1 | 2.7% | -11%
CCOC(=O)N1CCN(C(=O)c2ccc3c(c2)NC(=O)C(N2CCOCC2)S3)CC1 (configuration not stated) | -3.9% | 4%
C=C(C)c1cccc(C(C)(C)NC(=O)N2CCC(C)CC2)c1 | 6.5% | .
CCCCSc1nnc2nc(C)cc(C)n12 | -0.3% | -7%
COc1ccccc1OCCCOc1cccc2ccccc12 | -2.3% | 0%
O=C(c1cc(F)c(F)cc1Cl)n1nnc2ccccc21 | 4.6% | -2%
Cc1cccc(C(=O)NCCN(C)C)c1 | -3.7% | .
O=C(NCc1ccc(F)cc1)C(c1ccncc1)N(C(=O)c1csnn1)C1CC1 (configuration not stated) | -1.2% | .
CCOC(=O)c1oc2c(CN3CCCCC3C)c(O)ccc2c(=O)c1-c1ccc(OC)c(OC)c1 (configuration not stated) | 32% | -9%
CCOc1ccc2c(c1)NC(C)(C)C1=C2C2(SC(C(=O)OC)=C(C(=O)OC)S2)C(C(=O)OC)=C(C(=O)OC)S1 | 1.5% | 2%
O=C(O)CCCCCCCCCCC1COCCO1 (configuration not stated) | 4.4% | 2%
COCCCNC(=O)CCCn1c(=O)[nH]c2ccccc2c1=O | 0.5% | -5%
CC1(C)Cc2ccccc2C(Nc2ccc(Cl)cc2)=N1 | -1.9% | 0%
CCOc1ccc(C2CC(=O)NC3=C2C(=O)CCC3)cc1Cl (configuration not stated) | 8.9% | 2%
COc1ccc(N2C(=O)C3C(C2=O)C2C=CC3C23CC3)c([N+](=O)[O-])c1 (configuration not stated) | -0.9% | 3%
CCOc1ccc(S(=O)(=O)NCCSCc2ccco2)cc1 | 0.0% | .
COC(=O)C1=C(C)N(CCC2=CCCCC2)C(=O)C1 | -2.1% | -6%
Cc1cc(C(=O)NCc2ccccc2)c(=O)[nH]c1C | 5.9% | -16%
CC1=C(C(=O)OCc2ccccc2)C(c2ccccc2C(F)(F)F)CC(=O)N1 (configuration not stated) | -1.7% | 0%
O=C(O)c1cc(-c2ccc(/C=C/c3cc(C(F)(F)F)[nH]c(=O)n3)o2)ccc1Cl | -71% | 3%
Cc1c(-n2c(CN3C(=O)c4ccccc4C3=O)nc3ccccc3c2=O)c(=O)n(-c2ccccc2)n1C | 3.9% | 4%&4%
C(=N\Nc1nc(Nc2ccccc2)nc(N2CCOCC2)n1)/c1ccc2ccccc2c1 | -0.9% | 0%
O=C(N/N=C/c1ccccc1O)c1cc(=O)[nH]c2ccccc12 | -2.9% | 5%
COc1ccc2[nH]c(C)c(C(=O)CN3CCc4cc(OC)c(OC)cc4C3)c2c1 | 4.4% | -3%

# (listing goes on)
Molecule | Hsp70 displacement | MKP-3 inhibition
O=C(C1CC(=O)N(c2ccccc2)C1)N1CCN(C2=NS(=O)(=O)c3ccccc32)CC1 (configuration not stated) | 2.8% | 1%
O=C(Cc1ccccc1)NNC(=O)c1ccccc1C(=O)O | 6.1% | 4%
Cn1c(O)c(N=Nc2ccccn2)c2ccccc21 | -0.5% | 0%
CCOc1cc(C2C(C(=O)OC)=C(C)N=C3SC(C)C(=O)N32)ccc1OC(C)=O (configuration not stated) | 0.4% | -15%
CCOc1nc2ccccc2nc1NS(=O)(=O)c1ccccc1 | 2.4% | -7%
COC(=O)c1ccccc1NC(=O)CSc1nnnn1-c1ccc(C)cc1C | . | 2%
COCCn1c(=S)[nH]c2cc(C(=O)N3CCc4ccccc43)ccc2c1=O | 5.0% | 5%
OCCn1nc(-c2ccccc2)cc1-c1ccccc1 | 0.2% | -2%
c1ccc(N2CCN(CCc3nnc4n3CCCCC4)CC2)cc1 | -3.3% | 1%
CCOC(=O)c1c(-c2ccccc2)oc2ccc(OC(C)C(=O)OCC)cc12 (configuration not stated) | 3.8% | 1%
Cc1ccc2nc(N3CCN(Cc4nnnn4C4CCCC4)CC3)c(C#N)cc2c1 | 2.9% | .
CCOC(=O)c1cc2nc(-c3ccccc3)cc(C)n2n1 | -8.0% | 0%
O=C(Cc1ccccc1)Nc1ccc(C(=O)OC2CCCCC2)cc1 | -9.1% | 4%
COc1cc(C(=O)N/N=C/c2c[nH]c3ccccc23)ccc1O | -0.7% | -3%
Cc1nn(Cc2ccccc2Cl)c(C)c1NC(=O)c1noc2c1CCCCC2 | -0.4% | -6%
C(=C\c1ccccc1)/CSc1nnc(-c2ccco2)n1-c1ccccc1 | 0.5% | 4%
CC(=O)N1CCc2cc(C(=O)CN3CCN(c4cccc(Cl)c4)CC3)ccc21 | -0.8% | -12%
Cc1ccccc1CS(=O)(=O)Cc1ccc(C(=O)N2CCOCC2)o1 | 1.8% | -3%
Nc1c(Cl)cc(N2C(=O)C3C4c5ccccc5C(c5ccccc54)C3C2=O)cc1Cl (configuration not stated) | -3.3% | 2%
O=C(COC(=O)c1ccccc1OCc1ccccc1Cl)NC1CC1 | 0.4% | .
OCCN(CCO)CC(O)COCCC12CC3CC(CC(C3)C1)C2 (configuration not stated) | -0.1% | .
COC(=O)/C(C#N)=C1/SC=C(C)N1c1ccccc1 | -1.9% | -3%
CCOC(=O)N1CCN(Cc2nc(-c3cccc(C)c3)no2)CC1 | -3.5% | .
COc1ccc(OC)c(CNc2cccc(C)c2)c1 | -3.3% | 9%
COCCNC(=O)CN(c1c(C)cccc1C)S(C)(=O)=O | 2.0% | -1%
Cc1ccc(/C=C2/SC(=S)N(CC(=O)Nc3ncc(Cc4ccc(C)cc4)s3)C2=O)cc1 | 2.6%&1.1% | 0%
Cc1cc(/C=N/NC(N)=O)c(C)n1-c1ccc(Br)cc1 | 1.6% | 4%
